Bioassay records (PubChem)
bovine MsrA act: bovine MsrA enzyme activators, primary screen, biochemical, absorbance, HTS. Methionine sulfoxide reductase A (Bos taurus). purified bovine MsrA, absorbance read-out. activation, % at 10.6 µM. 0.3% of 360,000 active. AID 602163, 2012; in the data active = activation above about 7.5%;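 note: 0% = vehicle and 100% = reference activator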
PABP1 MLLE inh: inhibitors of PABP1 MLLE–PAM2 peptide binding, primary screen, biochemical, fluorescence polarization, FITC-PAM2, GST-MLLE; 0.36% of 360,000 active; Polyadenylate-binding protein 1 (Homo sapiens), P11940; AID 588489, 2011; inhibition, % at 20 µM; in the data active = inhibition above about 35%, passing the limit was not always enough;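 note: plate controls were DMSO wells with GST-MLLE for no effect and wells lacking GST-MLLE protein for full effect; some results filed as inactive read as strong as hits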
Target sequence (P11940 whole entry, looked up): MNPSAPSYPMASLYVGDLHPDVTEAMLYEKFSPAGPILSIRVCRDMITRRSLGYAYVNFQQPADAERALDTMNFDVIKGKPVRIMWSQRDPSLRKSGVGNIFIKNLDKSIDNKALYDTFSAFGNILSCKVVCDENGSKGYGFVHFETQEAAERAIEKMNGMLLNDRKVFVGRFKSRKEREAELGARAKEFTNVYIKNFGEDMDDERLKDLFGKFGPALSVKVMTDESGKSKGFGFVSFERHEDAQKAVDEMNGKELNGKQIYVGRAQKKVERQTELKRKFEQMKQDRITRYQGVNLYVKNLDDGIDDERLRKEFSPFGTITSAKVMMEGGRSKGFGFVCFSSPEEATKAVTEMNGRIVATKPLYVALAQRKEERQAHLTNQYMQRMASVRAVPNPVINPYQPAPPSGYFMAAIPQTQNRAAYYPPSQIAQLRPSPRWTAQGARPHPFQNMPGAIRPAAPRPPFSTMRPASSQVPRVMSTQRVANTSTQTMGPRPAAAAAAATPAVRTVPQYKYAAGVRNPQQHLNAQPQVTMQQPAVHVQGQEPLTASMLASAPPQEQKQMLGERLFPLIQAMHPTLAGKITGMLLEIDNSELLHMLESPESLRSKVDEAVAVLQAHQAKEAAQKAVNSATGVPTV
eLon inh: inhibitors of E. coli Lon protease, primary screen, biochemical, fluorescence polarization. P0A9M0. purified E. coli Lon protease. inhibition, % at 7.94 µM. 0.42% of 360,000 active; in the data active = inhibition above about 13%, passing the limit was not always enough;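 note: 0% = enzyme with probe and DMSO and 100% = no enzyme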
FAS-TE inh: FAS thioesterase domain inhibitors, primary screen, biochemical, fluorescence intensity, uHTS. 0.67% of 360,000 active. AID 602261, 2012. Fatty acid synthase (Homo sapiens), P49327. inhibition, % at 15 µM. recombinant FAS-TE, OMFH fluorogenic substrate, fluorescence endpoint;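 active = compounds whose normalised, plate-corrected inhibition of enzyme fluorescence in the single-dose primary screen is 50% or more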;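 note: 0% = DMSO with enzyme and 100% = substrate without enzyme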
CendR NRP1 mod: modulators of CendR peptide binding to NRP-1, primary screen, biochemical, fluorescence polarization, uHTS; Neuropilin-1 (Homo sapiens), O14786; 0.85% of 360,000 active; inhibition, % at 25 µM; FAM-RPARPAR peptide binding to NRP-1;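 active = inhibition or corrected inhibition above about 18%, plus a signal ratio from 0.5 to 1.5, limit read from the data, passing the limit was not always enough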; note: strong numbers were not always called active
Neddylation inh: inhibitors of cullin neddylation, primary screen, biochemical, TR-FRET, uHTS, NAE and Ubc12; NEDD8-conjugating enzyme Ubc12 (Homo sapiens) + NEDD8-activating enzyme E1 regulatory …; calls only at 25 µM; 0.58% of 360,000 active; AID 651699, 2012; in the data active = inhibition above about 36%
MT1-MMP act inh: blockers of MT1-MMP proenzyme processing, primary screen, HT1080 RFP-PRO-GFP cells, GFP/RFP fluorescence | Matrix metalloproteinase-14 (Homo sapiens), P50281 | GFP/RFP ratio change, % at 20 µM | 0.061% of 360,000 active | AID 651647, 2012 | GFP/RFP ratio fluorescence, overnight; percent of plate control window, DMSO zero;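 active = GFP/RFP ratio change of at least 30% with cell ATP level not reduced by more than half and red fluorescence within 50% of control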; note: strong numbers were not always called active
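Material: RFP-PRO-GFP reporter HT1080 cells. Dosing: single-point 20 µM compound, 1% DMSO. Controls: DMSO and RFP-L50D-GFP cell wells. Timing: cells overnight before dosing, compound overnight, 37 °C, 5% CO2. Measure: GFP/RFP fluorescence ratio.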
SKN-1 block: suppressors of acrylamide-induced Pgst-4::GFP reporter in worms, primary screen, SKN-1 inhibitor project, whole organism, uHTS, GFP/RFP fluorescence ratio, strain VP596; C. elegans VP596 Pgst-4::GFP/RFP ratio, 24 h; inhibition, % at 21.8 µM; 0.49% of 360,000 active;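 active = interference check ratio from 0.5 to 1.5 plus GFP to RFP signal ratio inhibition reaching or exceeding a fixed threshold, cut at about 30% in these data, passing the limit was not always enough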; note: some compounds called inactive have numbers as strong as hits
Rin1-Abl PPI inh: inhibitors of Rin1-Abl protein binding, primary screen, biochemical, TR-FRET. Tyrosine-protein kinase ABL1 (Homo sapiens) + Ras and Rab interactor 1 (Homo sapiens), …. inhibition, % at 7.35 µM. 0.4% of 360,000 active. AID 588664, 2011; in the data active = inhibition above about 5%, passing the limit was not always enough
* marks the source's active call; other numbers are inactive results; i = inactive; x = not tested or not shown. Random draw from the library. About 4% of those tested had a hit in this group.

SMILES	bovine MsrA act	PABP1 MLLE inh	eLon inh	FAS-TE inh	CendR NRP1 mod	Neddylation inh	MT1-MMP act inh	SKN-1 block	Rin1-Abl PPI inh
Cc1ccc(SCC(=O)NC(=O)NC2CCCC2)c(C)c1	-7.0	9.4	-2.1	8.2	7.1	i	0.6	10.1	2.1
O=C(Nc1cc(C(F)(F)F)ccc1N1CCOCC1)c1ccc[n+]([O-])c1	-4.9	1.1	2.6	-5.0	-3.6	i	3.0	-18.7	-2.4
CN(C)c1ccc(/C=C/C#N)cc1	-4.2	-25.6	-11.1	-0.3	-13.8	i	-4.3	16.7	-1.4
O=c1c2ccccc2ncn1CCCSc1ccccc1	-12.3	-2.1	-8.8	0.8	0.2	i	1.2	-13.7	5.6
COc1ccccc1N1CC(C(=O)Nc2nc(C)cs2)CC1=O (stereo not drawn)	-3.4	-0.8	-7.0	-3.6	0.4	i	-1.2	7.8	0.2
COc1ccc(C(=O)Nc2ccc3c(c2)C(=O)NC3=O)cc1	-6.1	-2.9	0.2	-2.9	-4.2	i	2.4	-13.8	0.6
CCOC(=O)C1CCN(C(=O)/C=C/c2ccc(S(=O)(=O)N3CCOCC3)cc2)CC1	-1.1	-8.6	-2.7	-1.9	12.8	i	4.1	1.0	-1.1
COC(=O)c1cccnc1-n1c(=O)c2cccnc2n(Cc2ccc(Cl)cc2)c1=O	-2.0	6.0	-1.4	8.3	-13.7	i	0.5	8.5	-0.2
Cc1cc(C)c(NS(=O)(=O)c2ccc3c(c2)oc(=O)n3C)c(C)c1	-1.9	-4.1	-8.0	-13.4	-5.6	i	-0.3	-5.8	-2.0
Cn1c(=O)c2cc(S(=O)(=O)NCCC(=O)N3CC=C(c4ccccc4)CC3)ccc2n(C)c1=O	-1.9	2.1	4.5	8.0	-57.3	i	2.2	-17.6	3.8
COc1ccc(NC(=O)COc2ccccc2F)cc1S(=O)(=O)N1CCCCC1	-7.0	-3.3	-2.8	1.7	5.7	i	11.3	-8.1	2.2
Cc1cccc2c(=O)c(C(=O)NCCCN3CCOCC3)c[nH]c12	-0.9	0.8	11.1	-5.9	3.2	i	4.1	2.1	-3.4
COCCn1c(=S)[nH]c2cc(C(=O)NC3CCCCCC3)ccc2c1=O	-0.5	-94.6	0.9	-5.2	-7.8	i	3.1	-9.1	-0.1
COc1ccc(-n2cc(CN(C)C(C)c3ccncn3)c(-c3cccc(F)c3)n2)cc1 (stereo not drawn)	-9.6	-11.6	4.0	20.0	10.9	i	-2.8	-4.5	3.1
CCCCC(=O)Nc1ccc2c(c1)nc(CCN1CCOCC1)n2C	2.3	9.6	1.2	-2.5	10.5	i	6.2	-0.8	1.7
O=C(NCCCN1CCOCC1)c1cccc(S(=O)(=O)NCc2ccccc2)c1	-4.6	8.3	0.2	-3.3	-0.5	i	3.4	1.6	2.5
COc1ccc(-c2c(-c3ccsc3)oc3ccc(N4CCOCC4)cc23)cc1	-2.9	2.7	-5.7	22.9	1.6	x	-4.0	5.8	-2.8
CCN1C(=Nc2ccc(Cl)cc2)SC/C1=C\C(=O)OC	-3.1	-5.8	-1.4	28.1	-4.9	i	1.7	15.2	-0.6
CCCNC(=O)C1CC(=O)N(c2ccc(OCc3ccc(F)cc3)cc2)C1 (stereo not drawn)	-1.5	-8.8	-3.7	-2.4	5.0	i	6.0	10.4	4.8
COc1ccccc1C(=O)OCC(=O)NC12CC3CC(CC(C3)C1)C2	-2.0	-2.1	9.8	4.7	-9.9	i	1.7	8.2	-0.1
Cc1cc(=O)oc2c(C(=O)c3ccccc3)c(OCC(N)=O)ccc12	-5.9	17.2	-3.8	-5.9	7.9	i	1.1	-11.3	-2.0
Cc1cccc(C)c1OCC(O)CNS(=O)(=O)c1ccccc1C(=O)N1CCOCC1 (stereo not drawn)	-2.9	4.5	-8.2	-3.6	6.2	i	1.1	-5.6	0.5
CCOc1cc(C2NN=C(c3ccc(C)cc3)S2)ccc1O (stereo not drawn)	-8.6	1.6	9.1	14.3	-6.5	x	-0.5	-7.1	1.6
CSc1ncc(C(=O)NCCCc2ccccc2)c(C)n1	-4.9	-8.6	10.3	4.6	-2.6	i	-2.8	-10.5	2.3
O=c1c2ccccc2c(-c2ccccc2)nn1Cc1c(Cl)cccc1Cl	-2.6	-5.5	-12.0	38.4	2.7	i	-13.7	4.9	1.0
O=C(Cn1cc2c(n1)CCCC2)NCCCN1CCN(Cc2ccccc2)CC1	1.2	-1.9	7.0	-2.2	-3.7	i	-0.9	7.6	-4.0
CCc1nn(CC(=O)N2CCN(CC)CC2)c(=O)c2cccn12	-3.7	-9.3	6.6	-6.5	3.5	i	-6.8	0.1	-1.1
COC(=O)c1cc2c(s1)-c1ccc(OC)cc1CC2	-2.6	-7.9	-10.3	14.2	15.2	x	-2.2	20.3	-1.6
CC1Cc2ccccc2N1C(=O)CSc1nc2c(c(=O)n(C)c(=O)n2C)n1Cc1ccc(F)cc1 (stereo not drawn)	-7.5	-14.9	-1.0	28.4	14.4	i	-1.3	-2.5	-2.6
Cc1ccc(C)c(S(=O)(=O)N2CCN(c3nc(-c4cccnc4)nc4ccccc34)CC2)c1	-0.5	-8.0	-12.3	31.5	-1.4	i	-8.4	-17.9	-0.1
Cn1c(=NC(=O)c2cccc([N+](=O)[O-])c2)sc2ccccc21	-5.2	5.7	-3.6	6.5	-2.0	i	-6.2	-13.6	-1.7
NC(=S)N/N=C/c1c(O)ccc2ccccc12	-10.5	47.4*	-3.5	-4.8	1.7	i	-1.6	-10.4	-1.2
NC(=O)CC(NC(=O)Cc1ccc(Cl)cc1)c1ccc(NC2CC3CCC2C3)c([N+](=O)[O-])c1 (stereo not drawn)	-5.4	-4.5	-2.9	-2.2	0.2	i	7.1	5.6	2.3
O=CN1CCN(C(=O)c2ccc(-c3nc4ccccc4s3)s2)CC1	-12.4	16.4	-5.3	23.5	-5.8	i	6.7	13.1	-0.7
COc1ccc(C/C(N)=N/OC(=O)CCc2ccccc2)cc1	1.4	6.7	3.9	0.6	8.3	i	-2.3	4.7	1.4
O=C(OCC(O)C(O)C(O)C(SCc1ccccc1)SCc1ccccc1)c1ccccc1 (stereo not drawn)	-0.7	10.4	-7.3	17.7	13.7	i	-4.6	2.9	2.0
C#CCNC(=O)C1=C[C@H](c2csc3ccccc23)C[C@H](OCCCCO)O1	0.3	-0.2	-11.6	-5.8	9.2	i	-7.6	-3.6	0.6
CC(C)(C)n1nnnc1C(c1cc2ccccc2o1)N(CCC#N)Cc1ccccc1 (stereo not drawn)	-2.3	x	-4.1	16.4	9.3	i	-6.2	13.0	x
COc1ccc(C(=O)Nc2ccccc2C(=O)N2CCCCCC2)cc1	-3.2	2.5	-1.1	-1.4	1.9	i	0.4	-7.0	3.7
CC(=O)NC(Cc1cnc[nH]1)C(=O)O (stereo not drawn)	-10.7	0.2	5.4	-13.0	-8.9	i	-6.8	10.6	-1.5
COc1ccc(C(=O)Nc2nc(-c3ccc(OC)cc3)c(-c3ccc([N+](=O)[O-])cc3)s2)cc1	-8.2	-26.3	-14.3	-11.7	-7.5	i	-2.1	-3.2	-2.7
COc1ccc(CC(=O)Nc2nnc(SCc3ccccc3)s2)cc1S(=O)(=O)N1CCOCC1	-4.6	0.8	-7.8	2.7	-4.1	i	-2.5	60.9*	-2.5
CC(C)Cn1cnc2sc3c(c2c1=N)CCCC3	-1.9	3.8	2.3	-4.4	12.7	i	-0.5	-6.7	-5.3
CC(OC(=O)c1ccc(NS(=O)(=O)c2ccc3[nH]c(=O)[nH]c3c2)cc1)C(N)=O (stereo not drawn)	-2.8	-4.3	5.1	-3.8	1.0	i	1.8	5.3	-0.2
COCCNS(=O)(=O)c1cc2[nH]c3c(c2cc1C)C(=O)CC(C)(C)C3	-3.5	6.0	5.6	-4.5	-8.1	i	-3.5	-6.1	0.7

3 of the entries above in order of the PABP1 MLLE inh value, ascending:
mol,bovine MsrA act,PABP1 MLLE inh,eLon inh,CendR NRP1 mod,Neddylation inh,MT1-MMP act inh,SKN-1 block,Rin1-Abl PPI inh
CCN1C(=Nc2ccc(Cl)cc2)SC/C1=C\C(=O)OC,-3.1,-5.8,-1.4,-4.9,i,1.7,15.2,-0.6
O=C(Cn1cc2c(n1)CCCC2)NCCCN1CCN(Cc2ccccc2)CC1,1.2,-1.9,7.0,-3.7,i,-0.9,7.6,-4.0
COc1ccc(CC(=O)Nc2nnc(SCc3ccccc3)s2)cc1S(=O)(=O)N1CCOCC1,-4.6,0.8,-7.8,-4.1,i,-2.5,60.9*,-2.5

New compounds follow
SMILES	bovine MsrA act	PABP1 MLLE inh	eLon inh	FAS-TE inh	CendR NRP1 mod	Neddylation inh	MT1-MMP act inh	SKN-1 block	Rin1-Abl PPI inh
Cn1cccc1C(=O)Nc1nc(-c2ccccn2)cs1	-3.8	0.9	-10.9	-5.4	1.1	i	6.2	-4.4	-6.0
O=C1NC(Cc2ccccc2)c2nc3ccc(Cl)cc3c(=O)n2-c2ncccc21 (stereo not drawn)	-3.9	-6.4	-3.5	3.2	2.4	i	0.2	-1.6	0.4
COC(=O)c1ccc(N2C(c3cc(OC)cc(OC)c3)=Cc3ccc(-c4cccnc4)cc3C2CC(=O)C2CC2)cc1 (stereo not drawn)	-5.1	x	1.9	27.9	3.3	x	-0.9	20.1	x
CCC(Cc1ccccc1)NC(=O)Cn1ncc2ccsc2c1=O (stereo not drawn)	-10.2	10.5	5.7	-4.3	-6.4	i	3.7	11.1	0.6
Cc1noc(C)c1COc1ccc(C(=O)NCC(c2c(F)cccc2Cl)N(C)C)cc1 (stereo not drawn)	-3.0	-7.1	8.1	-6.9	-12.2	i	4.1	10.4	-2.1
O=C(Cn1c(NCCCO)nc2ccccc21)c1ccc(F)cc1	-0.8	9.5	2.1	-0.4	-24.3	i	-4.1	9.5	1.4
O=C(c1ccc([N+](=O)[O-])cc1)c1cc2ccc(O)cc2oc1=O	-2.6	-1.8	-3.9	-3.2	2.8	i	-2.0	0.3	2.1
Cc1nc(NC(=O)c2ccccc2)sc1-c1cc(C(=O)N2CCOCC2)nn1Cc1ccccc1	-2.1	4.1	-12.7	4.2	-4.3	i	0.2	-17.2	-4.1
O=C(COC(=O)c1c[nH]c2ccccc12)NC1CCCCC1	1.7	-2.8	-6.9	-5.1	7.3	i	-4.6	1.0	2.7
Cn1cncc1C#Cc1c(-c2ccsc2)sc2ccccc12	-5.0	5.5	-8.4	20.9	-2.0	x	-4.9	10.3	3.4
Cc1onc(-c2c(F)cccc2Cl)c1C(=O)Nc1nc2ccccc2[nH]1	-0.2	-8.4	10.0	8.4	-5.7	i	3.6	41.7*	-2.2
COC(=O)/C=C/c1cnc2ccccc2c1	-2.1	-6.8	-3.6	-2.8	7.9	i	0.9	6.9	-0.6
CCC(c1nnnn1-c1ccc2c(c1)OCCO2)N1CCN(C/C=C/c2ccccc2)CC1 (stereo not drawn)	-0.6	3.0	-9.7	6.7	9.2	i	3.1	-10.2	-2.9
CN(C)C(=S)NC(=NCc1ccc([N+](=O)[O-])cc1)c1ccccc1	-2.6	-58.2	-0.3	-2.4	2.7	i	0.6	17.8	-0.2
NC(=O)CC1NC(=O)c2ccccc21 (stereo not drawn)	-2.7	4.6	3.7	-9.6	0.5	i	0.4	31.0	-2.9
